Screens from PubChem.
HIV fusion peptide: inhibitors of HIV fusion peptide binding, primary screen, biochemical, uHTS, fluorescence dequenching (AID 1986). 0.3% of 290,000 active. inhibition, % at 20 µM, or IC50 in µM where a hit was titrated. cell-free peptide binding, fluorescence dequenching, 30 min; higher % means a stronger effect; in the data active = inhibition mostly above about 52%, no sharp cut-off; inactive = mostly below about 76%; also: some results filed as inactive read as strong as hits
West Nile antiviral: West Nile virus antiviral activity, cell-based, CPE readout (AID 1621). 0.02% of 290,000 active. West Nile virus-infected cells, CPE inhibition; higher % means a stronger effect. CPE inhibition, % at 10 µM, or IC50 in µM where a hit was titrated; in the data active = a potency from the dose series; inconclusive = CPE inhibition mostly from about 3.7% at the one dose, without a potency; inactive = the rest, 99 in 100 with CPE inhibition below about 2.2%; also: strong numbers were not always called active
AID2073: inhibitors of Mint1-CaV2.2 protein interaction, biochemical, HTRF (AID 2073) | Voltage-dependent N-type calcium channel subunit alpha-1B (Homo sapiens) | HTRF protein-protein interaction, Mint1-CaV2.2; higher % means a stronger effect | inhibition, % at 20 µM; hits with a dose series show IC50 in µM | 0.19% of 290,000 active; in the data active = inhibition mostly above about 51%, no sharp cut-off; inconclusive = no clear call, values can overlap the other calls; inactive = mostly below about 53%; also: some results filed as inactive read as strong as hits
KOR beta-arrestin-1: KOR antagonists, beta-arrestin recruitment, cell-based, luminescence, uHTS (AID 1778). inhibition, % at 10 µM; hits with a dose series show IC50 in µM. 0.091% of 290,000 active. KOR beta-arrestin recruitment, luminescence, antagonist mode; higher % means a stronger effect. Kappa-type opioid receptor (Homo sapiens); also: strong numbers were not always called active
KOR beta-arrestin-2: KOR agonists, beta-arrestin recruitment, primary screen, cell-based, luminescence, uHTS (AID 1777). one-dose activation, % at 10 µM; EC50 in µM for titrated hits. 0.02% of 280,000 active. KOR beta-arrestin recruitment, luminescence; higher % means a stronger effect; in the data active = activation above about 50%, passing the limit was not always enough; also: a part of the inactive calls stands beside numbers as strong as those of hits
Yfh1-depleted yeast: enhancers of respiration in Yfh1-depleted yeast, dose response, Friedreich's ataxia, plus single-dose screen (AID 1465). 0.074% of 220,000 active. S. cerevisiae Yfh1-off respiration, WST-1 reduction, 72 h; higher fold induction means a stronger effect. fold induction at 50 µM, or EC50 in µM where a hit was titrated;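 active = fold induction of absorbance versus untreated yeast above a set limit, then at least 30% activation at any dose in follow-up; inconclusive = repeats straddling the limit, or above it without dose testing; inactive = fold induction below the set limit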;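 also: activators that raise dye reduction in frataxin-depleted yeast; strong numbers were not always called active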
Dengue-2 NS5 capping: Dengue-2 NS5 methyltransferase inhibitors, primary screen, biochemical, confirmation dose response (AID 588689); Genome polyprotein (Dengue virus type 2 (strain 16681-PDK53)); Dengue-2 NS5 methyltransferase capping enzyme assay, biochemical; higher % means a stronger effect; inhibition, % at 25 µM; hits with a dose series show IC50 in µM; 0.3% of 340,000 active; in the data active = a potency from the dose series; inconclusive = inhibition above about 29% without an active follow-up result
HEK293 NOD2/NF-kB: NOD2 signaling inhibitors, cell-based, luminescence, uHTS, HEK293 (AID 1566); 0.63% of 290,000 active; HEK293 NOD2/NF-kB luciferase reporter, luminescence; higher % means a stronger effect; inhibition, % at 4 µM, or EC50 in µM where a hit was titrated; also: many of its hits are not listed in these tables
NOD1 NF-kB reporter: NOD1 signaling inhibitors, primary screen, cell-based, luminescence, uHTS (AID 1578); NOD1-driven NF-kB luciferase reporter cells, luminescence; higher % means a stronger effect; inhibition, % at 4 µM, or EC50 in µM where a hit was titrated; 1% of 290,000 active; in the data active = inhibition mostly above about 36%, no sharp cut-off; inactive = mostly below about 34%;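 also: HEK-293T reporter cells stimulated with the NOD1 agonist gamma-tri-DAP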
Dengue-2 NS5 capping pilot replicate: recorded beside Dengue-2 NS5 capping, whose call it bears; inhibition, %; measured here: pilot screen replicate inhibition
Starred values were filed as active, the others as inactive; i = inactive; ? = inconclusive; · = not tested or not shown; [ ] = remark or other dose. Rule as the data show it, unless noted: active = inhibition above about 50%; inactive = the rest. An excerpt; the hit share may differ from the screen's.

Preview:
SMILES	HIV fusion peptide	West Nile antiviral	AID2073	KOR beta-arrestin-1	KOR beta-arrestin-2	Yfh1-depleted yeast	Dengue-2 NS5 capping	HEK293 NOD2/NF-kB	NOD1 NF-kB reporter	others
Cc1ccc(-c2nnn(CC(=O)N(CCO)C(C(=O)NC(C)(C)C)c3ccncc3)n2)cc1 (configuration not stated)	1.1%	-1.1%	0%	7%	-1.8%	i	-9%	12%	7%
O=C1NC(=Nc2ccccc2)SC1Cc1ccccc1 (configuration not stated)	-2.3%	0.1%	-8%	-6%[20 µM]	·	i	·	-33%	26%
N#CC1=C(N)NC(SCC(=O)O)=C(C#N)C12CCCC2	9.5%	0.1%	6%	-31%	-5.1%	i	9%	16%	2%
O=C(c1cnccn1)N(Cc1cccs1)C1(C(=O)NC2CCCCC2)CCCCC1	-1.0%	-0.9%	16%	-8%	65%*	i	-19%	-10%	-16%
Fc1ccc(NC(=S)Nc2cccc3ccccc23)cc1F	19%	-0.5%	-7%	-68%	18%	·	0%	-39%	-14%

Results, repeating the preview:
SMILES	HIV fusion peptide	West Nile antiviral	AID2073	KOR beta-arrestin-1	KOR beta-arrestin-2	Yfh1-depleted yeast	Dengue-2 NS5 capping	HEK293 NOD2/NF-kB	NOD1 NF-kB reporter	others
Cc1ccc(-c2nnn(CC(=O)N(CCO)C(C(=O)NC(C)(C)C)c3ccncc3)n2)cc1 (configuration not stated)	1.1%	-1.1%	0%	7%	-1.8%	i	-9%	12%	7%
O=C1NC(=Nc2ccccc2)SC1Cc1ccccc1 (configuration not stated)	-2.3%	0.1%	-8%	-6%[20 µM]	·	i	·	-33%	26%
N#CC1=C(N)NC(SCC(=O)O)=C(C#N)C12CCCC2	9.5%	0.1%	6%	-31%	-5.1%	i	9%	16%	2%
O=C(c1cnccn1)N(Cc1cccs1)C1(C(=O)NC2CCCCC2)CCCCC1	-1.0%	-0.9%	16%	-8%	65%*	i	-19%	-10%	-16%
Fc1ccc(NC(=S)Nc2cccc3ccccc23)cc1F	19%	-0.5%	-7%	-68%	18%	·	0%	-39%	-14%
COc1ccc(-c2cc3nc4ccccc4n3c(N)c2C#N)cc1	-5.8%	0.3%	57%	30%	2.6%	i	5%	-112%	-10%
Cc1ccc(CNC(=O)CSc2nc3ccccc3c(=O)n2CCCO)cc1	0.7%	0.3%	-4%	-16%	-2.7%	i	-1%	4%	-10%
COCCSc1ccccc1C(=O)N1CCc2ccccc21	0.0%	-0.1%	-23%	-15%	6.2%	·	-2%	-5%	-19%
CC1CCN(C2=C(NS(=O)(=O)c3ccccc3)C(=O)c3ccccc3C2=O)CC1	-1.9%	0.0%	-9%	-37%	12%	i	10%	-45%	3%
CN(C)C(=O)c1ccc(Nc2ncnc3sc4c(c23)CCCCC4)cc1	-2.1%	-0.5%	16%	-10%	8.2%	·	0%	25%	-11%
O=C(COc1ccc(Cl)cc1Cl)NCc1ccncc1	0.1%	-0.3%	-4%	-32%	·	i	-2%	14%	-20%
O=C(N/N=C/c1ccc(OCC(=O)N2CCCC2)cc1)C(=O)NC1CC1	1.2%	0.7%	3%	-26%	-1.0%	·	-12%	-4%	-30%
CCc1ccc(OCC(=O)N(CC)CC)cc1	0.5%	0.7%	2%	12%	-4.3%	i	-9%	-24%	-43%
CCOC(=O)C1C(c2ccc3c(c2)OCO3)NC(=O)NC1(O)C(F)(F)F (configuration not stated)	-0.7%	0.1%	-5%	1%	-1.4%	i	-5%	0%	-4%
COc1ccccc1NS(=O)(=O)c1cc(NC(=S)NCC2CCCO2)ccc1C (configuration not stated)	-0.6%	-0.7%	-15%	-13%	-1.3%	i	1%	8%	-36%
CC(=O)c1c(C)nc(-c2ccccc2)n1O	-1.8%	?	18%	-25%	3.8%	i	-1%	7%	9%	Dengue-2 NS5 capping pilot replicate=-4.7
COc1ccc(OC)c(NC(=O)c2ccc(N3C(=O)C4CC=C(C)CC4C3=O)cc2)c1 (configuration not stated)	2.1%	0.3%	8%	-22%	5.4%	·	-4%	-12%	-13%
O=c1[nH]c(SCc2cccc(Cl)c2)nc2c1CCCC2	0.6%	0.2%	3%	-20%	2.1%	i	5%	27%	14%
CC(C)CC(=O)NC(=S)Nc1cc(C(F)(F)F)ccc1N1CCOCC1	0.3%	-1.1%	-10%	-1%	-0.5%	i	-5%	10%	-8%
COc1ccc(C(=O)c2ccc(N3CCOCC3)cc2)c(OC)c1	-4.6%	-0.3%	0%	-5%	-0.3%	i	-9%	-20%	9%
Cc1ccc(NS(=O)(=O)c2ccc3c(c2)CC(=O)N3)c(C)c1	1.4%	-0.2%	1%	-24%[20 µM]	-2.4%	·	-7%	2%	-8%
O=C(Nc1cccc(Cl)c1)N1CCN(C2c3ccccc3-c3ccccc32)CC1	1.4%	-0.8%	1%	30%	6.9%	i	-1%	13%	0%
COc1ccc(-c2noc(CCC(=O)Nc3cccnc3)n2)cc1OC	19%	-0.2%	-4%	-16%	-3.4%	i	-1%	2%	4%
COc1ccc(S(=O)(=O)N2CCC(C(=O)N3CCOCC3)CC2)cc1Cl	-1.1%	-0.5%	-2%	9%[20 µM]	-4.1%	i	·	8%	-28%
Cc1cccc(NC(=O)c2nc[nH]c2C(=O)Nc2ccccc2[N+](=O)[O-])c1	-2.0%	-0.6%	5%	-4%	-0.3%	i	·	-5%	1%
CCOCCCNC(=O)C(c1ccccc1)N(Cc1ccc2c(c1)OCO2)C(=O)CNC(C)=O (configuration not stated)	-1.5%	-0.1%	-1%	-14%	-0.8%	i	-6%	12%	6%
CCCCN(CCCC)CCNC(=O)c1cn(CC)c2ccc(S(=O)(=O)N(C)C3CCCCC3)cc2c1=O	0.6%	-0.1%	6%	4%	1.4%	·	0%	10%	42%
Cc1ccc(S(=O)(=O)n2nccc2-c2c(-c3ccccc3)noc2C)cc1	-1.7%	-0.7%	-6%	12%	-5.7%	i	·	13%	3%
O=C(Cc1ccccc1[N+](=O)[O-])N1CCOCC1	-1.1%	-0.5%	0%	-29%[20 µM]	-3.4%	·	-11%	-1%	-33%	Dengue-2 NS5 capping pilot replicate=-5.8
Cc1ccc(S(=O)(=O)N2CCCCC2)cc1C(=O)NCCCN1CCOCC1	-0.1%	-0.2%	1%	40%	-2.8%	·	2%	16%	-16%
Cc1cc(-c2c(C)[nH]n(-c3ccc(Cl)cc3)c2=O)n(-c2ccccc2)n1	-2.4%	-0.1%	26%	23%	-0.9%	i	-6%	10%	-4%
C/C(=N/NC(=O)c1ccc2c(c1)OCO2)c1cccc([N+](=O)[O-])c1	-2.2%	-0.7%	-3%	-27%	0.5%	·	1%	-20%	-74%
CCOC(=O)CSc1nc(Cc2ccccc2)nc2ccccc12	-1.6%	0.5%	?	-17%[20 µM]	-3.8%	i	-8%	0%	-13%
O=C(Cn1nc(Cc2cccnc2)c2ccccc2c1=O)NCC1COc2ccccc2O1 (configuration not stated)	-1.8%	-0.5%	0%	1%	2.9%	i	0%	-2%	-20%
Cc1ccc(N=C2NC(=O)CS2)cc1C	-0.1%	-0.2%	-3%	-45%[20 µM]	-0.4%	·	-3%	12%	-13%
Cc1ccccc1-c1cc2nc(C)c(C)c(=O)n2[nH]1	0.3%	-2.0%	14%	-49%[20 µM]	7.0%	·	-1%	-25%	-25%
Cc1ccc(NC(=S)NNC(=O)c2nn(C)c(C)c2Cl)cc1	-2.0%	·	-31%	-19%	-1.9%	·	-6%	-32%	3%
Cc1ccc(CNC(=O)c2ccc(S(=O)(=O)N(C)C)cc2)n1C	1.6%	0.1%	6%	-11%	0.1%	·	2%	4%	-12%
COC(=O)CC1=C(C(=O)OC)C(c2ccc3c(c2)OCO3)C(C#N)=C(N)O1 (configuration not stated)	-1.0%	0.1%	7%	7%	0.8%	i	-5%	3%	-9%
O=C(c1ccco1)N1CCN(c2nnc(-c3ccccc3)c3ccccc23)CC1	2.0%	0.0%	19%	9%	-4.1%	i	-6%	19%	-26%
CCOC(=O)N1CCc2c(sc3c2c(=O)n(-c2ccc(CC)cc2)c(=O)n3CC(=O)NCC2CCCO2)C1 (configuration not stated)	-0.8%	0.8%	10%	16%	-4.6%	·	-2%	-8%	-15%
CCNC(=S)N1CCN(c2nc(-c3cccc(OC)c3)cs2)CC1	-0.9%	-0.1%	-20%	-35%[20 µM]	0.3%	·	-5%	31%	-15%
CS(=O)(=O)N1CCN(c2ccc([N+](=O)[O-])cc2F)CC1	-2.5%	-0.1%	14%	-48%	0.6%	i	-6%	-18%	13%
CCc1ccc(NC(=S)N2CCN(c3cccc(C(F)(F)F)c3)CC2)cc1	-1.1%	-0.3%	44%	-43%	1.8%	i	-4%	16%	16%
COc1cccc(C2Nc3c(F)cc(Br)cc3C3C=CCC32)c1OC (configuration not stated)	0.6%	-0.6%	-1%	12%	1.5%	i	4%	5%	-29%
CC(C)Cc1nc2oc3c(NCC4CCCO4)ncnc3c2c2c1CCC2 (configuration not stated)	4.1%	-1.1%	0%	-55%	-5.2%	i	-14%	31%	20%
COc1ccc(NC2=NC(=S)N(c3ccccc3C)C23CCCCC3)cc1	-1.4%	-0.7%	-3%	22%	-1.7%	i	-10%	-12%	-2%
Clc1ccc(CN=C(Nc2ccccc2)NC2CCCCC2)cc1	-0.9%	-1.2%	-11%	-21%	0.2%	i	-6%	10%	-35%
CCOC(=O)C1=C(N)Oc2ccc3ccccc3c2C1c1cccnc1 (configuration not stated)	-3.3%	-0.1%	1%	2%	-1.5%	i	6%	8%	6%
CCC(=O)N1CCc2cc(S(=O)(=O)CCC(=O)N3CCN(c4ccc(C(C)=O)cc4)CC3)ccc21	0.7%	-0.7%	2%	12%	-3.9%	·	-6%	25%	-21%
O=C(Nc1ccc(SC(F)F)cc1)C1=COCCO1	0.8%	-0.1%	-6%	-15%	-0.1%	i	-5%	-98%	-42%
